Pf Dd2 inh: blocks in vitro growth of P. falciparum Dd2. P. falciparum Dd2 growth, SYBR Green, 72 h. Potency, µM (titrated, usually from 28.9 µM), inactives show top-dose activity, negative = inhibition, most hits filed as inhibitors. hit rate 4.3% among 120,000. AID 1347417; active = well fitted inhibition curve with a large enough effect; inconclusive = small, poorly fitted or top-dose-only effect; inactive = no such curve, though single readings can be large or run the other way;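 note: plate controls were DMSO vehicle for no effect and reference drug for full effect; nearly all actives have a fitted effect of over 65% in size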
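Readout: SYBR Green fluorescence, 485 nm excitation, 535 nm emission, after ~16 h lysis at 37C. Before that, Dd2-infected red cells (2.5% hematocrit) grew 72 h with compound, 29 uM top final concentration.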
The depositor's hits bear a star; i = inactive; ? = inconclusive; & = joins results of further samples; [ ] = another dose, or the depositor's remark. Potency is the fitted concentration of half-maximal effect. These rows are one share of the data (hit frequency here may not be typical).

Structure | Pf Dd2 inh
Cc1cc(Cl)ccc1NC(=O)CN1C(=O)COc2ccc(S(=O)(=O)N3CCC(C)CC3)cc21 | -1%
COc1ccc(CNC(=O)CCc2c(C)nc3cc(-c4ccc(OC)cc4OC)nn3c2C)cc1 | 11µM*
Cc1cc(C)cc(NC(=O)Cn2nnc(C(=O)NCCc3ccccc3)c2N)c1 | 8%
CC(C)Oc1ccc(CNC(=O)c2ccc(CN3CC(=O)N4CCCCC4C3=O)cc2)cc1 (stereo unspecified) | 47%[activator][5.79 µM]
CCc1cc(=O)n(CC(=O)Nc2ccccc2F)c(-c2cccc(F)c2)n1 | -33%
CN1CC(=O)N(c2ccccc2F)Cc2c(NCc3cccs3)ncnc21 | -13%
CCc1ccc(NC(=O)Nc2cccc(-c3nnc4n3CCCC4)c2)cc1 | ?
Cc1cc(C)c(NC(=O)Cn2c(=O)n(CCCCC(=O)NCc3ccccc3Cl)c(=O)c3ccccc32)c(C)c1 | 24%
Cc1nccn1-c1ccccc1CNC(=O)[C@H]1CC[C@@H](N)C1 | -18%
COc1ccc(NC(=O)N2CCc3nnc(C4CC4)n3CC2)cc1 | 4%
Cc1ccc(C)c(OCC(=O)c2ccc3c(c2)N(CC(=O)NCC2CC2)C(=O)CO3)c1 | -18%
CC(C)Nc1ccc(-c2nc(-c3ccco3)no2)cc1[N+](=O)[O-] | -2%
CC(=O)N1C[C@H](NC(=O)c2cnc(N)nc2-c2ccccc2)[C@@H](C2CC2)C1 | -4%
C=CCS(=O)(=O)N1CCCC(CCc2cccc(OC)c2)C1 (stereo unspecified) | -16%
Cc1cccc(C(=O)N2CCC(Cc3n[nH]c(C)n3)CC2)c1 | -16%
Cc1ccc(-n2ncc(C(=O)NCCCN3CCc4ccccc4C3)c2C2CCN(C(=O)OC(C)(C)C)CC2)cc1C | ?
CC(C)N1C[C@@H]2CN(C(=O)CCCn3ccnc3)C[C@]2(C(=O)O)C1 | -19%
CNC(=O)[C@@H]1CN(C(=O)Cc2ccccc2C)C[C@H]1COC | 8%
Cc1ccc(Cl)cc1Nc1ncncc1-c1nc(-c2ccccc2)no1 | ?
O=C(NCc1cccc(F)c1)c1ccc(-n2cnc3cccnc32)cc1 | 25%

Seven compounds from above, arranged by heavy-atom count, high to low:
Structure | Pf Dd2 inh
Cc1ccc(-n2ncc(C(=O)NCCCN3CCc4ccccc4C3)c2C2CCN(C(=O)OC(C)(C)C)CC2)cc1C | ?
Cc1ccc(C)c(OCC(=O)c2ccc3c(c2)N(CC(=O)NCC2CC2)C(=O)CO3)c1 | -18%
CC(=O)N1C[C@H](NC(=O)c2cnc(N)nc2-c2ccccc2)[C@@H](C2CC2)C1 | -4%
Cc1ccc(Cl)cc1Nc1ncncc1-c1nc(-c2ccccc2)no1 | ?
CC(C)N1C[C@@H]2CN(C(=O)CCCn3ccnc3)C[C@]2(C(=O)O)C1 | -19%
CC(C)Nc1ccc(-c2nc(-c3ccco3)no2)cc1[N+](=O)[O-] | -2%
Cc1cccc(C(=O)N2CCC(Cc3n[nH]c(C)n3)CC2)c1 | -16%

Further entries follow.
Structure | Pf Dd2 inh
CCCn1cc(-c2ccncc2)cc1C(=O)NCc1ccc(OC)cc1 | i
NCC(=O)N1CCC2(CC1)CN(C(=O)Cc1cccc(Cl)c1)CCO2 | 10%
NC(=O)c1cccnc1N1CCOC(CC(c2ccccc2)c2ccccc2)C1 (stereo unspecified) | 7.9µM*
CCC1CCc2c(sc(NC(=O)C3c4ccccc4Oc4ccccc43)c2C(=O)OC)C1 (stereo unspecified) | 13µM*
C=CCn1cc2c3c(cccc31)[C@H](CC(C)C)N[C@H](C(=O)O)C2 | ?
O=C(O)CN1CCN(Cc2ccc(OCCc3ccccc3)cc2)CC1=O | -9%
NC(=O)COc1ccc(C(=O)N[C@@H]2CN(C(=O)NC3CCCCC3)CCC[C@H]2O)cc1 | -14%[44.1 µM]
O=C(Cc1cccc(Cl)c1)N1CCC(c2nn(-c3ccc(Cl)cc3)c(=O)[nH]2)CC1 | ?
O=C(Nc1ccc(Cl)cc1Cl)c1cn2c(n1)CN(C(=O)c1ccccc1)CC2 | 0%
COc1ccccc1-c1ncc(CNc2cc(C3CC(O)C3)ncn2)s1 (stereo unspecified) | -14%
CC(=O)N1CCC([C@@H]2CN(Cc3ccccc3C(F)(F)F)C[C@H]2CO)CC1 | ?
O=C(CN1CC2CC(C1)[C@H]1CCCC(=O)N1C2)NCCc1cccs1 (stereo partly specified) | -21%
CC(C)CNC[C@H]1O[C@H](Cc2cc(CN(C)Cc3ccccc3)on2)CC[C@@H]1O | ?
COC(=O)[C@@H](Cc1cccnc1)NC(=O)[C@@H]1CN(S(C)(=O)=O)CCN1C(=O)C1CCCCC1 | -8%
COc1ccc(/C=C\C(=O)NC2CC(=O)N(c3ccccc3)C2)cc1OC (stereo unspecified) | i
CN(Cc1ccccc1F)C1CCOc2ccccc21 (stereo unspecified) | i
CCOC(=O)c1ccccc1NC(=O)CSc1nc2ccncc2[nH]1 | 26%
CN1C(=O)C(CC(=O)Nc2ccccc2)=C2CCCCC21 (stereo unspecified) | i
COc1ccc(N2CC(C(=O)N3CCC(C(=O)N4CCN(c5ncccn5)CC4)C3)NC2=O)cc1 (stereo unspecified) | -4%&-18%
C=CCCC(CN1CCCOCC1)Oc1cc(C#N)ccn1 (stereo unspecified) | ?
COc1cccc(CNC(=O)C2Cn3cccc3C(=O)N2Cc2ccccc2)c1OC (stereo unspecified) | ?
Cc1cnc(C(=O)N[C@@H]2CCC[C@@H]2C(=O)N2CCN(CC(C)C)CC2)cn1 | ?
CC(=O)Oc1ccccc1C(=O)Nc1ccc2c(c1)CN(Cc1ccc(Cl)cc1)C(=O)C(C)O2 (stereo unspecified) | ?
COC(=O)c1ccccc1NC(=O)CCCS(=O)(=O)c1nc(-c2ccccc2OC)cc(C(F)(F)F)n1 | 43%[activator]
O=C1NC2(CCN(C(=O)c3ccccc3)C2)N=C1c1cccnc1 (stereo unspecified) | 17%[44.1 µM]
C[C@@H](NC(=O)C1CCCCC1)c1onc(-c2ccc(Cl)cc2)c1C(=O)O | i
CN(Cc1ccccc1)Cc1cn([C@H]2CO[C@H]3[C@@H]2OC[C@@H]3NS(=O)(=O)Cc2ccccc2)nn1 | -24%
CN(Cc1cncs1)C1CCCc2ccccc21 (stereo unspecified) | ?
CCOc1cccc(CC(=O)NCc2ccc3c(c2)CCN3C(=O)c2cccc(C)c2)c1OCC | -14%
CC(=O)N1CCN(c2cccc(C=O)c2)C(=O)C1 | 13%[44.1 µM]
C[S+](=O)([O-])NC1CC2(CCN(C(=O)c3ccccc3)CC2)c2ccccc21 (stereo unspecified) | -25%
CNC(C)c1cccnc1 (stereo unspecified) | 7%[44.1 µM]
CCc1nc2ccccc2n1CCCCOc1cccc(C)c1 | -27%
Cc1nc(-c2ccccc2)cc([C@H]2CN3CC[C@H]2C[C@@H]3CN(Cc2ccco2)Cc2ccco2)n1 | 1.1µM*
O=C(O)CCC(=O)N1Cc2ccccc2CC2(CCN(Cc3cccnc3)C2)C1 (stereo unspecified) | ?
CNC(=O)[C@@H]1CN(C(=O)c2n[nH]c3ccccc23)C[C@H]1c1n[nH]c(C)n1 | -22%
CCOC(=O)C1CCN(S(=O)(=O)c2ccc(N3CCCCS3(=O)=O)cc2)CC1 | 45%
COc1ccccc1NC(=O)N1CCc2cc(OC)c(OC)cc2C1CNC(C)=O (stereo unspecified) | 9%
CCN1c2cc(C(=O)N3CCN(C4CCCCC4)CC3)ccc2C(=O)N2CCCCC21 (stereo unspecified) | i
O=S(=O)(c1cccc(F)c1)N1CC(c2nnc(-c3ccncc3)o2)C2(CCOCC2)C1 (stereo unspecified) | -23%
O=C(Cn1cccc1-c1nc(-c2ccccc2)no1)N1CCN(c2ccccc2)CC1 | 17%
Cc1nc(-c2c3n(c(=O)n(CC(=O)Nc4cc(Cl)ccc4C)c2=O)CCCCC3)no1 | 0%
Cc1noc(C)c1-c1cc2cc(CO)oc2c(N2CCN(c3ccccn3)CC2)n1 | ?
COCCNC(=O)C(=O)Nc1ccc2nc3n(c(=O)c2c1)CCCCC3 | -17%
O=C(Cn1c(=O)n2nc(-c3cccc(F)c3)nc2c2ccccc21)N1CCN(c2ccc(F)cc2)CC1 | 41%[activator]
O=C([C@@H]1C[C@H](Oc2ccccc2)CN1C(=O)CCc1c[nH]c2ccccc12)N1CCOCC1 | ?
CCOC(=O)CCNC(=O)N1c2ccccc2CC1c1nc(C2CC2)no1 (stereo unspecified) | i[5.79 µM]
O=C(Nc1ccc2c(c1)OCCO2)N1CCC2(CC1)CC(Cc1nc(-c3cnccn3)no1)CCO2 (stereo unspecified) | ?
O=C(c1ncccc1F)N1CCCn2ccnc2C1c1ccccc1 (stereo unspecified) | 15%
CN(C)c1cccc(-c2cnc(Nc3cnccn3)c3c2CCO3)c1 | ?

(continued)
Structure | Pf Dd2 inh
CN(C(=O)Cn1ccn2nc(-c3ccc(F)cc3)c(CO)c2c1=O)c1ccccc1 | i
COc1ccc(-n2c(=O)c3ccccc3n(Cc3ccccc3Cl)c2=O)cc1 | 10%
O=C(CSCC1CC1)N1CCCC(c2nccn2Cc2cccnc2)C1 (stereo unspecified) | -7%
O=C1CC(c2n[nH]c(C3CCOCC3)n2)CN1Cc1cccnc1 (stereo unspecified) | -11%
COc1cccc2c(C)cc3nnc(SCC(=O)Nc4ccc(C)cc4)n3c12 | -28%
COCCNC(=O)CSc1nc(-c2ccccc2)[nH]c1-c1ccc(C)cc1 | -29%
NCCC(=O)N1CCCC2(Cc3ccccc3CN2C(=O)c2ccccc2)C1 (stereo unspecified) | 5%
COc1ccccc1OCC(=O)NC1CC(=O)N(c2ccc3c(c2)OCCO3)C1 (stereo unspecified) | 16%
Cc1noc(-c2ccc(OC3CN(C(=O)NCc4ccc(F)cc4)C3)cc2)n1 | 16%[5.79 µM]
CCC(CC)C(=O)Nc1ccc2nc(SCC(=O)N3CCCC3)sc2c1 | ?
Cc1ccccc1Nc1c(-c2ccncc2)nc2ccc(Cl)cn12 | ?
CCc1ccc(NC(=O)CN2CCN(Cc3ccccc3)S2(=O)=O)cc1 | -14%
C[C@@H]1CN(C(=O)CCc2ccc(F)cc2F)C[C@@]1(O)C1CCC1 | -8%
CCOc1ccc(-n2nc(CO)c(C(=O)NCc3ccccn3)n2)cc1 | 2%
Cc1cc2n(n1)CCC(=O)N2Cc1ccc(C(=O)Nc2ccc(Br)c(C)c2)cc1 | -2%
COCC1CN(C(C)=O)CC12CCN(Cc1ccc(F)c(F)c1)CC2 (stereo unspecified) | 0%
CS(=O)(=O)N1CCC(C2CCN(C(=O)c3ccn[nH]3)C2)CC1 (stereo unspecified) | 4%
Cc1ccc(-n2nc(C)c([C@@H]3C=C[C@@H](NC(=O)NCc4ccccc4)C3)c2C)cc1Cl | ?
CC(C)NC(=O)[C@@H]1C[C@H](N)CN1C(=O)c1ccc(-n2cnnn2)cc1 | -1%
O=C(NCC1CCCO1)N1CC(c2nc(CCOCC3CCCC3)no2)C1 (stereo unspecified) | -6%
O=C(NC1CCN(c2cc(-c3ccc(Cl)cc3)[nH]n2)C1)c1ccccc1Br (stereo unspecified) | i
COCCCNC(=O)CCCN1C(=O)CCn2nc(-c3cn(C)c4ccccc34)cc21 | 20%
Cc1ccc(NS(=O)(=O)C2CCS(=O)(=O)C2)cc1 (stereo unspecified) | 1%
CC(C)c1ccc(NC(=O)C2CCN(C(=O)c3ncn4c3COC(c3ccccc3)C4)CC2)cc1 (stereo unspecified) | i
Cc1ccc2nc(-c3ccsc3)c(Nc3ccccc3C)n2c1 | ?
Cc1cccc(CN2CCCC(CO)CCNC(=O)CC2)c1 (stereo unspecified) | -16%
CCCCNC(=O)CCn1c(=O)c2ccccc2n(Cc2cccc(Cl)c2)c1=O | -1%
CC(=O)N1CCc2nn(CC(=O)Nc3cccc(Cl)c3C)c(=O)cc2C1 | ?
COc1ccc(CN2CCN3C(=O)N(c4ccccc4)C[C@H]3C2)cn1 | -22%[44.1 µM]
Cc1cnc(CCNS(=O)(=O)Cc2ccccc2F)n1Cc1ccccc1 | ?
COc1ccc(-c2nc3scc(CCNC(=O)c4cc(OC)cc(OC)c4)n3n2)cc1 | 7.1µM*
Cn1c(=O)c(=O)n(C)c2cc(NS(=O)(=O)c3ccc(Br)cc3)c(Cl)cc21 | ?
COCCN(C)C[C@@H]1CN(C(=O)c2cc(C(C)C)oc2C)C[C@@H]1CO | -12%
CCOc1ccc(N2CC(c3nc4ccccc4n3CC(C)C)CC2=O)cc1 (stereo unspecified) | -4%
CCc1cccc(NC(=O)C2CCc3ncc(-c4ccsc4)n3C2)c1 (stereo unspecified) | ?
C#CCNC(=O)c1nc(-c2ccc(F)cc2)c2ccccn12 | ?
CN(C)C(=O)[C@H]1CN2CCC1C[C@@H]2Cn1cc(C2(O)CCCCC2)nn1 (stereo partly specified) | 12%[44.1 µM]
CCOc1ccc2c(n1)CCN(C(=O)C(C)C)C2 | 7%
CCN1c2cc(C(=O)Nc3ccccc3F)ccc2C(=O)N2CCCC21 (stereo unspecified) | ?
Cc1nc(-c2c3n(c(=O)n(Cc4cccc(C(F)(F)F)c4)c2=O)CCCCC3)no1 | 4%

Fetched one by one from the entries so far:
Structure | Pf Dd2 inh
C#CCNC(=O)c1nc(-c2ccc(F)cc2)c2ccccn12 | ?
CN(C)C(=O)[C@H]1CN2CCC1C[C@@H]2Cn1cc(C2(O)CCCCC2)nn1 (stereo partly specified) | 12%[44.1 µM]
